# Bioassay records deposited in PubChem BioAssay by The Scripps Research Institute Molecular Screening Center.
# PLC-beta3 inh = blocks human PLC-beta3 enzyme activity. Purified PLC-beta3, fluorogenic substrate, fluorescence. Q01970. actives 0.18% (n = 370,000). inhibition, % at 12.2 µM; in the data active = inhibition above about 11%;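 note: 0% = median of compound wells on plate and 100% = full blocker control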
# ASAP1 GAP inh = blocks human ASAP1-stimulated Arf1 GTP hydrolysis | Q9ULH1 | GDP FP detection | inhibition, % at 16.5 µM | actives 0.19% (n = 360,000); in the data active = inhibition above about 25%;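 note: 0% = vehicle with enzyme and substrate and 100% = no enzyme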
# SIAE primary = inhibitors of human sialic acid acetylesterase SIAE; inhibition, % at 9.66 µM; Q9HAT2; AID 1053197; SIAE FP-Rh probe binding, fluorescence polarization; actives 0.69% (n = 370,000);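 active = inhibition above a cutoff: mean of compounds within the control limits plus 3 SD of those, cut at about 17% in these data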;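 note: 0% = plate median of compound wells and 100% = probe without SIAE protein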
# Target sequence (Q9HAT2 whole entry, looked up): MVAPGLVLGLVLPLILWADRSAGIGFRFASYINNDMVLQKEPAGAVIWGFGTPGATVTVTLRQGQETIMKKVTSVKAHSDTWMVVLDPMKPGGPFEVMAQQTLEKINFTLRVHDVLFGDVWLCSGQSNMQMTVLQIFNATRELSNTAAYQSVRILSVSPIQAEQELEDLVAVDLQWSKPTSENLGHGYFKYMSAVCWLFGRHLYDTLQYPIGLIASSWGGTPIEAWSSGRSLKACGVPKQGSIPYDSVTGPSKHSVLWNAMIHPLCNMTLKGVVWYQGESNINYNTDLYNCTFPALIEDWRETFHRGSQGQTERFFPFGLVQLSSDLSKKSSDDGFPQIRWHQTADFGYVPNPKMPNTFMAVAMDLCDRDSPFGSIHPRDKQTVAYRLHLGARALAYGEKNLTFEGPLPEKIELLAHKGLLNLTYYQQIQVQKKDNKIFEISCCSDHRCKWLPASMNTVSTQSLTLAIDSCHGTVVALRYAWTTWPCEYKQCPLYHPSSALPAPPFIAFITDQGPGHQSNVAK
# DDE Tn6 FP inh = disrupts Tn6 cyclic peptide binding to fibrin D-Dimer-E complex; Fibrin DD(E) TRITC-Tn6 fluorescence polarization displacement; inhibition, % at 8.3 µM; actives 0.21% (n = 370,000); AID 720509;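 active = inhibition above a per-campaign cutoff: mean of compounds within control limits plus 3 SD, cut at about 15% in these data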;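 note: 0% = median of all compound wells on the plate and 100% = blocking peptide control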
# Target sequence (P02675 whole entry, looked up): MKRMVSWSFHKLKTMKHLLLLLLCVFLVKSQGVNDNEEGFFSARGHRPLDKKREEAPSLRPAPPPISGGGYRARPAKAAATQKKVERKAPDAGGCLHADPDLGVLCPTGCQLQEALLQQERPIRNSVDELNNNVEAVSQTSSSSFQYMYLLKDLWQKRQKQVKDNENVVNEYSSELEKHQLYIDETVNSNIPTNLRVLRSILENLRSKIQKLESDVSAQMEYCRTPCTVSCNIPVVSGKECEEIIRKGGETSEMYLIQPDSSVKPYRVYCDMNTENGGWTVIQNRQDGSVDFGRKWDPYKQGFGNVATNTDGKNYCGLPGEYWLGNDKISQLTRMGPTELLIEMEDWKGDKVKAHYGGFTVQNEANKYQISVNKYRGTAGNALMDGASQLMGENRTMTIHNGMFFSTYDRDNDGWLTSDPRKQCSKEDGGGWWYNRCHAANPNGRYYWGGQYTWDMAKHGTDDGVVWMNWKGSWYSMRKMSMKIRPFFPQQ
# ADAM10 inh = ADAM10 inhibition, QFRET primary screen | recombinant ADAM10, EDANS/DABCYL FRET peptide cleavage, 3 h | inhibition, % at 7 µM | actives 0.62% (n = 370,000) | AID 720582;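 active = inhibition above a per-campaign cutoff equal to the mean of compounds falling between control-based bounds plus 3 SD, cut at about 20% in these data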;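 note: 0% = DMSO wells while the 100% control is not disclosed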
# TDP2 inh = TDP2 (human) inhibition, absorbance primary screen. O95551. recombinant TDP2, T5PNP hydrolysis, p-nitrophenol absorbance 415 nm. actives 0.34% (n = 370,000). inhibition, % at 12.8 µM;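 active = inhibition above the mean of all tested compounds plus 3 SD, set per campaign, cut at about 25% in these data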;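 note: 0% = DMSO with enzyme and 100% = buffer with substrate but no TDP2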
#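 Material: recombinant human TDP2; quantity: TDP2 enzyme at 120 nM final; medium: Tris-HCl pH 7.5 with MgCl2; compound: single concentration, 12.8 µM nominal, with 1% DMSO; incubation: 2 h enzyme incubation at 37 °C; signal: epi absorbance; measure: percent inhibition; benchmarks: high control without enzyme, low control DMSO plus TDP2; repeats: singlicate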
# ADAM17 inh = ADAM17 inhibition, QFRET primary screen; P78536; recombinant ADAM17, EDANS/DABCYL FRET peptide cleavage; inhibition, % at 6.95 µM; actives 0.83% (n = 370,000);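 active = inhibition above the mean of compounds lying between control limits plus 3 SD, set per campaign, cut at about 8.5% in these data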;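 note: 0% = DMSO-only wells as the low control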
# Tn7 DDE FP = DD(E)-Tn7 binding inhibition, primary FP screen. AID 720508. inhibition, % at 8.3 µM. actives 0.13% (n = 370,000). P02675. FP displacement of FITC-Tn7 peptide from fibrin DD(E); 0% = median of compound wells per plate;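 active = inhibition above the mean of compounds falling within the control limits plus 3 SD of them, cut at about 14% in these data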;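 note: 0% = plate median of compound wells and 100% = 10 µM Aha-Tn7 peptide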
#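 assay system = human clot-derived fibrin DD(E) complex | quantity = Fibrin-DD(E) at 2 µM final | timing = 10 min preincubation, 3 h with tracer, room temperature | signal = fluorescence polarization | measure = percent inhibition | benchmarks = high control wells with 10 µM unlabelled Aha-Tn7 peptide (full inhibition) | replicates = singlicate testing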
# PLC-gamma1 inh = blocks human PLC-gamma1 enzyme activity; purified PLC-gamma1, fluorogenic substrate, fluorescence; P19174; inhibition, % at 12.2 µM; AID 720700; actives 0.84% (n = 370,000); in the data active = inhibition above about 9.5%
# ARFGAP1 inh = inhibitors of rat ARFGAP1 | Q62848 | Arfgap1-stimulated ARF1 GTP hydrolysis, GDP FP detection | inhibition, % at 16.5 µM | actives 0.26% (n = 360,000) | AID 651572;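 active = inhibition above a per-plate limit, mean inhibition of low control wells plus 3 SD, cut at about 25% in these data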;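 note: 0% = DMSO wells with enzyme and 100% = wells lacking Arfgap1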
#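 Assay system: Rat Arfgap1 GAP domain (His6, aa 1-136), purified enzyme | Buffer or medium: HEPES 25 mM pH 7.5, NaCl 150 mM, MgCl2, DTT | Schedule: GTP hydrolysis reaction 2 h at 25 °C | Signal: FP of antibody-bound GDP Alexa 633 tracer, ex 620/em 688 nm | Measure: Percent inhibition of Arfgap1-stimulated GTP hydrolysis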
# Starred values were filed as active, the others as inactive; i = inactive; & = joins results of further samples.
# Every second line gives: TDP2 inh	Tn7 DDE FP	PLC-gamma1 inh	ASAP1 GAP inh	ADAM17 inh	ARFGAP1 inh	DDE Tn6 FP inh	SIAE primary	ADAM10 inh	PLC-beta3 inh
- Cc1ccc(NC2CCCN(C(=O)c3cc(C(C)C)[nH]n3)C2)cc1C (stereo not drawn)
 : 0	-6	-2	2	-4	-4	-5	6	-3	-9
- Cc1cc(NC(=O)CSc2nnc(-c3ccncc3)n2-c2ccccc2)no1
 : 0	0	-1	-2	-1	2	-2	-3	-3	0
- Cc1cccc(C)c1-n1nnnc1C1(C)CCC(=O)N1c1ccc(N2CCOCC2)cc1 (stereo not drawn)
 : 11	3	2	2	-1	-3	4	7	0	0
- Cc1ccc(NS(=O)(=O)c2ccc(C(=O)N3CC(C)CC(C)C3)cc2)cc1 (stereo not drawn)
 : -2	-4	-1	1	4	4	-1	9	7	-2
- O=C(O)c1ccc(COc2cccc(CO)c2)cc1
 : 4	5	-2	-9	-4	-4	5	3	-7	1
- COC(=O)c1cc(NC(=O)Cc2cccs2)cc(C(=O)OC)c1
 : -7	-2	-4	-13	-1	1	2	-4	3	-7
- O=C(Cn1ncc2c(=O)oc3ccccc3c21)NCc1cccnc1
 : 3	-5	4	4	0	5	6	-2	-1	3
- Cc1ccnc(NC(=S)NC(=O)c2ccco2)c1
 : 0	-4	-1	-1	-3	4	0	7	-2	0
- Cc1cc(C)n(-c2nnc(C)n2/N=C/c2ccccc2OCc2ccccc2Cl)n1
 : 9	6	0	3	-5	6	-2	-3	-6	0
- CCCC(=Nc1ccc(N)cc1)C1=C(O)C(C(=O)OC)C(C)(C)CC1=O (stereo not drawn)
 : 53*	4	-10	-6	-5	-8	126*	35*	-1	-20
- CC(=O)Nc1ccc(S(=O)(=O)N2CCN(Cc3csc(C)n3)CC2)cc1
 : -4	2	1	0	4	2	-3	2	-18	-9
- O=C(CN(C(=O)c1csnn1)c1ccc2c(c1)OCCO2)NCc1ccccc1
 : 6	3	-1	3	-3	-5	3	11	-4	-4
- NC(=O)[C@H]1CC2(CC(c3cccc(NC(=O)COc4ccc(Cl)cc4)c3)=NO2)CN1C(=O)[C@H]1CCC(=O)N1 (stereo partly drawn)
 : -7	9	-4	8	0	-7	-4	4	-5	2
- O=C(COC(=O)CCC(=O)c1ccc2c(c1)OCCO2)NCc1ccc2c(c1)OCO2
 : 5	-4	-2	11	-4	-1	-8	6	-4	-2
- O=C(Nc1ccc([N+](=O)[O-])cc1)C1(c2ccccc2)CCOCC1
 : 4	3	5	4	3	9	2	7	8	9
- O/N=C/c1ccc(OCC(O)COc2ccc(/C=N/O)cc2)cc1
 : -4	1	-2	-6	-3	8	8	-5	-2	3
- CN(C)CCC(c1ccccc1)c1ccccn1 (stereo not drawn)
 : 6&9&3	1&7&3	2&-1&0	6&8&-15	-6&-2&-6	-1&-2&-5	9&-5&3	-2&1&2	0&-1&-7	-17&4&-5
- CCOc1cc2[nH]c(=O)n(CCCCCC(=O)NC3CCCC3)c(=O)c2cc1OCC
 : -6	-1	2	3	-3	-10	1	10	-32	-7
- CC(C)(C)c1cc(=O)n2c(C#N)c(C#N)nc2[nH]1
 : 22	-3	i	2	-131	0	-2	3	-433	i
- O=c1[nH]nc2n1CCCCC2
 : 12	-4	2	8	-2	9	4	1	1	-1
- O=C(NCc1ccccc1)C(=O)c1cn(CC(=O)N2CCOCC2)c2ccccc12
 : -20	4	9	14	-4	4	-7	-3	6	-15
- Cc1cc(S(=O)(=O)Nc2ccc(C(=O)NCC(c3ccco3)N3CCCCC3)cc2)ccc1F (stereo not drawn)
 : 11	2	5	-15	-2	2	4	-5	4	-5
- O=S(=O)(Cc1cc(Oc2ccccc2)nc(-c2ccccc2)n1)c1ccccc1
 : -1	3	4	4	0	-3	0	-7	10	-2
- COCCNC(=O)C1CCCN(C(=O)c2ccc(SC(F)(F)F)cc2)CC1 (stereo not drawn)
 : 8	-3	0	-3	-2	13	2	8	-1	1
- N#Cc1cc2cc3c(cc2nc1Cl)OCCO3
 : -10	-4	-4	3	-11	7	1	-3	-40	-13
- CCOC(=O)C1=C(c2ccccc2)NC(=S)NC1c1ccc(C)c([N+](=O)[O-])c1 (stereo not drawn)
 : -7	5	2	-1	2	7	8	1	5	8
- CC(C)CC(OC(=O)c1ccco1)C(=O)NC1CCCCC1 (stereo not drawn)
 : -10	3	0	-1	-4	11	-1	4	-15	2
- Cn1c(=O)[nH]c(=O)c2c1nc(N1CCc3ccccc3C1)n2CCSc1nc2ccccc2s1
 : -12	-2	-1	5	-7	1	5	-4	-11	-2
- COCCNC(=O)c1onc(CSc2ccccc2C)c1C(=O)O
 : 11	5	0	1	1	2	22*	1	8	0
- CCC(C)NC(=O)Cn1c(=O)sc2ccccc21 (stereo not drawn)
 : 9	5	2	-10	-1	-4	6	6	3	-5
- Cc1ccc(C(=O)COC(=O)c2cnccn2)cc1[N+](=O)[O-]
 : 12	3	1	-4	-2	-1	2	-2	-3	-8
- COc1ccc(C(=O)COc2ccc(C)cc2NC(C)=O)cc1
 : 0	-3	2	7	0	0	10	4	-1	-3
- O=C(Nc1ccccc1N1CCOCC1)C1=COCCO1
 : 5	4	1	3	-6	5	-1	-7	-10	-8
- CCc1ccc(NC(=O)Cn2ncc3c4ccccc4n(C)c3c2=O)cc1
 : 9	-1	1	5	-4	1	4	-28	3	-11
- COC(=O)c1cc2c(C)c(C)c3ccccn3c-2c1C(=O)OC
 : 0	3	-94	-11	-5	16	0	-7	-11	-119
- COc1ccccc1OCC(=O)Nc1ccc2c(c1)n(C)c(=O)n2C
 : -19	1	1	-5	3	9	-7	-4	5	-4
- COc1ccc(O)c(/C=N/NC(=S)NCCc2ccccc2)c1
 : -14	-1	i	5	-77	3	-7	18*	-208	i
- CC(C)c1nc(NCC2CCCO2)c(C#N)c2c1COC(C)(C)C2 (stereo not drawn)
 : -2	0	-40	3	-130	-3	15	4	-462	-55
- CC(C)(O)CCCC(C)(O)c1ccc(C(=O)O)cc1O (stereo not drawn)
 : -2	-3	-4	-14	0	15	-4	4	-13	-3
- CCCCn1c(N)c(N(CCOC)C(=O)c2cc(-c3ccc(OC)c(OC)c3)nc3ccccc23)c(=O)[nH]c1=O
 : 7	-2	-39	-17	-1	-4	-4	-1	-9	-51
- Cn1c2c(c(=O)n(C)c1=O)C(c1ccccc1Cl)C(C#N)=C(N)O2 (stereo not drawn)
 : 11	-4	-3	-9	-5	-3	-1	2	-5	-10
- O=C(NCCc1nc2ccccc2[nH]1)/C(=C/c1ccc2c(c1)OCO2)NC(=O)c1ccc(Cl)cc1Cl
 : -8	0	2	-7	3	-10	0	-5	22*	0
- COCCCNC(=O)C[C@H]1C[C@H](C(=O)N2CCOCC2)[C@@]2(CCC3CCCC3)c3[nH]c4cc(-c5ccco5)ccc4c3CCN2C1=O
 : -6	3	-374	-3	-96	4	-2	-5	-391	i
- CC(Sc1nc(N2CCOCC2)c2c(c1C#N)CC(C)(C)OC2)C(=O)Nc1ccccc1 (stereo not drawn)
 : -3	-1	-3	1	2	-1	-1	11	-4	-3
- COc1ccc(S(=O)(=O)N2CCOC2CNC(=O)C(=O)NCc2ccc3c(c2)OCO3)cc1 (stereo not drawn)
 : 5	-7	2	-5	-4	-2	4	2	1	-5
- NS(=O)(=O)c1ccc(NC(=O)COC(=O)CN2C(=O)C3CC=CCC3C2=O)cc1 (stereo not drawn)
 : 4	1	-3	-8	-6	-13	8	3	-3	-9
- CCCSc1ccc([C@@H]2[C@@H]3C(=O)N(CC)C(=O)[C@@H]3[C@]3(C(=O)OC)CCCCN23)cc1OC
 : -1	1	-3	-5	0	7	-1	-2	3	-1
- N#Cc1c(-c2ccccc2)cc(-c2cccs2)nc1SCC(=O)O
 : 22	8	-20	10	-63	-2	10	-6	-128	-32
- CCOc1ccccc1C(=S)NC1CCCCC1
 : -2	0	0	1	-2	4	5	3	-8	-6
- Cc1ccc(/C(O)=C2\C(=O)C(=O)N(c3cc(C)on3)C2c2cccc(Br)c2)cc1 (stereo not drawn)
 : 1	-11	2	0	2	3	-2	4	-1	3
- Cc1cc(=O)n2cc(-c3ccccc3)nc2[nH]1
 : -8	1	-96	-13	-115	-4	2	1	-477	-135
- CC1CCN(S(=O)(=O)c2cc(F)ccc2CN2C(=O)c3cccnc3C2=O)CC1
 : -5	-7	4	-3	-1	3	0	-2	1	-4
- Cc1c(NC(=O)Cc2noc3ccccc23)cccc1[N+](=O)[O-]
 : -3	3	7	4	-2	1	3	-1	7	-2
- Cc1ccc2nc(N/C(=N/S(=O)(=O)c3cccs3)c3ccccc3Cl)sc2c1
 : -3	10	-18	-14	2	3	-6	-11	16	-32
- O=c1[nH]c(COc2ccc(Cl)cc2Br)nc2ccccc12
 : 11	-2	-5	7	-4	16	4	-18	3	-12
- NS(=O)(=O)c1ccc(CNC(=O)CSc2ccccc2)cc1
 : 10	4	1	-3	-3	-7	2	1	-15	-1
- CC(C)(C)c1ccc(C(=O)C2CC2)cc1
 : -6	8	-3	-15	-4	12	0	-5	-15	-4
- CCC(=O)N1c2ccccc2C(N(C(=O)CC)c2ccccc2)CC1C (stereo not drawn)
 : 12	0	-1	2	-4	0	1	0	-3	-5
- CN(C(=O)c1ccc(C#N)cc1)c1nnc(-c2cnccn2)s1
 : -1	7	-7	5	-7	10	4	4	-9	-13
- COc1cccc(-n2c(SCc3ccccn3)nc3c(c2=O)SCC3)c1
 : 1	-2	0	4	-4	-1	1	6	-7	-7

# (next part)
# Every second line gives: TDP2 inh	Tn7 DDE FP	PLC-gamma1 inh	ASAP1 GAP inh	ADAM17 inh	ARFGAP1 inh	DDE Tn6 FP inh	SIAE primary	ADAM10 inh	PLC-beta3 inh
- Cn1c(Cl)cnc1C(O)(c1ccccc1)c1ccccc1
 : 9	-1	-2	4	-5	12	0	-1	-5	-9
- CCCCN1CC(=O)N2[C@H]3c4cc(Cl)ccc4OC[C@@H]3[C@H](C(=O)OCC)[C@]2(C)C1=O
 : 3	5	6	2	-1	-7	0	4	-6	1
- CC(OC(=O)C1=COCCO1)C(=O)NC1CCCC(C)C1C (stereo not drawn)
 : -10	-4	1	-6	-2	6	0	2	-18	3
- COc1cccc(CNc2ccc([N+](=O)[O-])cc2Cl)c1O
 : -3	0	0	-1	4	-3	-1	1	11	-1

# This is a random part of the collection. Share with any hit: about 3.6%.
